From PubChem BioAssay
MEKK3 PB1 HTS: MEKK3-MEK5 PB1 interaction, increase or decrease | Q99759 | bead-based flow cytometry, Alexa488-MEK5 binding to MEKK3; actives lie on both sides; 0 = blocked by unlabeled MEK5, 100 = vehicle | binding response (% of control), % at 10 µM | hit rate 1.4% among 290,000 | AID 1529;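 active means binding response more than 3 SD above or below the average of its plate-row segment, actives on both sides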;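 further: Alexa488 bead fluorescence after subtracting the streptavidin-only scavenger bead signal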
M18AAP inhibitor: PfM18AAP enzyme inhibition. AID 1822. recombinant PfM18AAP, H-Glu-NHMec fluorogenic cleavage. hit rate 1.2% among 290,000. inhibition, % at 7.35 µM;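 active means inhibition above the campaign mean inhibition over all tested compounds plus 3 SD, cut at about 28% in these data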;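 further: 0% = plate median of test compound wells and 100% = 2 mM ZnCl2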
MEKK2wt PB1 HTS: raises or lowers MEK5 binding to wildtype human MEKK2 PB1 domain | bead flow cytometry, Alexa488-MEK5 binding to MEKK2 WT; actives lie on both sides | AID 1531 | hit rate 1.1% among 290,000 | binding response (% of control), % at 10 µM | Q9Y2U5; in the data active means binding response below about 67% or above about 130%
NALP1 inh: blocks the NALP1 inflammasome reconstituted in yeast; S. cerevisiae NALP1/ASC/caspase-1 growth, X-gal OD620, 72 h; inhibition, % at 10 µM; hit rate 0.61% among 280,000; AID 2071; in the data active means inhibition mostly above about 24%, no sharp cut-off; inactive means mostly below about 32%; further: some compounds called inactive have numbers as strong as hits
MEKK2 mut-MEK5: signal of MEK5 binding to mutant human MEKK2 PB1 domain. bead flow cytometry, Alexa488-MEK5 binding to MEKK2 mutant. percent response, % at 10 µM. hit rate 0.35% among 290,000. AID 1530; in the data active means percent response above about 24%, passing the limit was not always enough; further: inactives centre near 1; some results filed as inactive read as strong as hits; reference of the scale not given here
PHOSPHO1 inh: blocks human PHOSPHO1 phosphatase activity | recombinant PHOSPHO1, absorbance phosphatase assay | inhibition, % at 13.3 µM | hit rate 1.1% among 290,000; in the data active means inhibition above about 60%
Target sequence (Q8TCT1 whole entry, looked up): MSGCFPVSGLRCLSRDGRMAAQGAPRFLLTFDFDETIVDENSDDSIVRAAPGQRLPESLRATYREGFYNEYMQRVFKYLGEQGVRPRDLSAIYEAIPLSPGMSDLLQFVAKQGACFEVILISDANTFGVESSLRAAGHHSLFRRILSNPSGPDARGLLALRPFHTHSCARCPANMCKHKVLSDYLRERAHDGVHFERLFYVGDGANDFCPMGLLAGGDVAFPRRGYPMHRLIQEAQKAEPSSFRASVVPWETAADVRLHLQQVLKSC
FID counter: counter-screen for HCV NS3 helicase inhibitors: DNA intercalator displacement; DNA fluorescent intercalator displacement, fluorescence; inhibition, % at 7.9 µM; hit rate 0.17% among 290,000; in the data active means inhibition above about 37%;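 further: 0% = vehicle and 100% = reference compound; higher means more ethidium bromide displaced from hairpin DNA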
OXTR ag: activates the human oxytocin receptor; P30559; CHO-OTR cells, Fluo-8 calcium fluorescence; normalized: DMSO 0%, oxytocin 100%; activation, % at 3 µM; hit rate 0.32% among 320,000;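 active means activation above the mean of all tested compounds plus 3 SD, cutoff set per screening run, cut at about 20% in these data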;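 further: peak over basal fluorescence ratio from a 100 s FLIPR kinetic read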
Target sequence (P30559 whole entry, looked up): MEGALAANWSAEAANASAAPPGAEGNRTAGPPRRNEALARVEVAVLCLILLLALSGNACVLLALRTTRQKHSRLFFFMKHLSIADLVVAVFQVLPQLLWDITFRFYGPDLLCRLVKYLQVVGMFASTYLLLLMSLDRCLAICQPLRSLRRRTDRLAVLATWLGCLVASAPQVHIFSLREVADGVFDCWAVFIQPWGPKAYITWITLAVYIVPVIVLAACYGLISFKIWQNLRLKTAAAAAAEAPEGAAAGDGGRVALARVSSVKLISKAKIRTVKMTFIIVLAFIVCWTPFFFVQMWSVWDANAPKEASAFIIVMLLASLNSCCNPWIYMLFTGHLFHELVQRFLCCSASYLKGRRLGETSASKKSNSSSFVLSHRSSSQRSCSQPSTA
GPR7 antag: blocks human GPR7 receptor signaling; P48145; GPR7-expressing cells, fluorescence antagonist assay; inhibition, % at 4.4 µM; hit rate 1.1% among 290,000; in the data active means inhibition above about 16%, passing the limit was not always enough;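 further: cells stimulated with the agonist NPW; 0% = agonist with vehicle and 100% = vehicle without agonist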
Target sequence (P48145 whole entry, looked up): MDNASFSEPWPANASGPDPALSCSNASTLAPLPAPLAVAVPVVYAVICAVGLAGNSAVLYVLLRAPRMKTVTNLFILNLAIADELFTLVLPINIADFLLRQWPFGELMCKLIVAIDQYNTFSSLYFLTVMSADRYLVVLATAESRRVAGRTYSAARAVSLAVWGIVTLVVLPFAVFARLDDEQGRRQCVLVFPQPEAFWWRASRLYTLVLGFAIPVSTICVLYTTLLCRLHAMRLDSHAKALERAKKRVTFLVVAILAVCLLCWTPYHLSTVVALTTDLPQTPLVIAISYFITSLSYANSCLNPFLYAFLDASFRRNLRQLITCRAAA
Numbers without * were called inactive; nt = not tested or not shown; [ ] = another dose, or the depositor's remark. Outcome played no part in choosing rows; any-hit rate near 6.2%.

entry	mol	MEKK2wt PB1 HTS	MEKK3 PB1 HTS	FID counter	PHOSPHO1 inh	GPR7 antag	M18AAP inhibitor	OXTR ag	NALP1 inh	MEKK2 mut-MEK5
1	CCOC(=O)N1CCC(NC(=O)c2cc(C(=O)Nc3ccc(S(=O)(=O)N4CCOCC4)cc3)ccc2CO)CC1	100.0	102.0	-7.2	-19.6	-11.0	-2.2	0.9	7.2	-3.0
2	N#Cc1ccccc1COc1ccc(/C=C/C(=O)O)cc1	95.0	100.0	-24.5	-20.2	3.7	2.7	0.7	12.4	-5.0
3	COc1ccc(OC)c(/C=N/NC(=O)c2cc[n+](CC(=O)c3ccccc3)cc2)c1	109.0	101.0	-1.0	11.3	24.3	6.4	-0.3	5.5	4.0
4	Cc1cccc(NC(=O)c2cc(NC(=O)C3CCCCC3C(=O)O)ccc2Cl)n1 (stereo unspecified)	113.0	113.0	-9.2	35.7	-16.1	4.6	-0.9	13.0	15.0
5	O=C(O)CSCc1c(F)cccc1Cl	113.0	110.0	1.0	3.4	-14.9	-6.0	0.6	3.9	9.0
6	COc1ccc(-c2cc3ccc(OC(C)C(=O)O)cc3oc2=O)cc1 (stereo unspecified)	101.0	103.0	-33.6	nt	4.7	-2.3	nt	-5.0	0.0
7	COc1ccc(C/C(C)=N/NC(=O)c2ccncc2)cc1	95.0	90.0	-3.1	-3.4	-5.6	-0.9	0.5	24.8	-3.0
8	O=C(CCc1ccccc1)NNC(=O)Nc1ccc(F)c(Cl)c1	101.0	102.0	-6.7	31.3	-11.9	-11.8	1.2	6.2	-3.0
9	CCOC(=O)C1=C(C)NC(=S)NC1C (stereo unspecified)	99.0	105.0	6.5	24.4	-15.2	-6.7	-0.3	-1.3	-8.0
10	CN(C(=O)CSc1nnc(Cc2cccc3ccccc23)n1N)C1CCS(=O)(=O)C1 (stereo unspecified)	111.0	110.0	-4.0	88.2*	2.8	-1.4	0.3	0.7	6.0

Profiles from above. Order of screens: MEKK2wt PB1 HTS	MEKK3 PB1 HTS	FID counter	PHOSPHO1 inh	GPR7 antag	M18AAP inhibitor	OXTR ag	NALP1 inh	MEKK2 mut-MEK5
Profile of O=C(O)CSCc1c(F)cccc1Cl = 113.0	110.0	1.0	3.4	-14.9	-6.0	0.6	3.9	9.0
Profile of O=C(CCc1ccccc1)NNC(=O)Nc1ccc(F)c(Cl)c1 = 101.0	102.0	-6.7	31.3	-11.9	-11.8	1.2	6.2	-3.0
Profile of CCOC(=O)C1=C(C)NC(=S)NC1C (stereo unspecified) = 99.0	105.0	6.5	24.4	-15.2	-6.7	-0.3	-1.3	-8.0
Profile of COc1ccc(-c2cc3ccc(OC(C)C(=O)O)cc3oc2=O)cc1 (stereo unspecified) = 101.0	103.0	-33.6	nt	4.7	-2.3	nt	-5.0	0.0
Profile of N#Cc1ccccc1COc1ccc(/C=C/C(=O)O)cc1 = 95.0	100.0	-24.5	-20.2	3.7	2.7	0.7	12.4	-5.0

Other records follow.
entry	mol	MEKK2wt PB1 HTS	MEKK3 PB1 HTS	FID counter	PHOSPHO1 inh	GPR7 antag	M18AAP inhibitor	OXTR ag	NALP1 inh	MEKK2 mut-MEK5
11	COc1ccc(NC(=O)c2ccc(N3C(=O)C4CC=C(C)CC4C3=O)cc2)c(OC)c1 (stereo unspecified)	97.0	103.0	-31.5	15.6	-0.5	-3.8	2.1	-0.1	-1.0
12	Cc1cccc2nc(=S)n(C(=O)c3ccco3)n12	101.0	99.0	-1.4	-51.2	-5.5	-7.1	0.0	-6.8	4.0
13	Cc1sc(NC(=O)c2oc3ccccc3c2C)c(C#N)c1C	100.0	98.0	-0.4	7.0	-11.7	6.0	1.5	41.6	2.0
14	CCc1c(C)nc(SCC(=O)N2C(C)CCCC2C)[nH]c1=O (stereo unspecified)	100.0	99.0	-19.5	26.7	-10.8	-7.7	0.2	-31.9	-4.0
15	CCOC(=O)C1C(c2cccs2)NC(=O)N(C)C1(O)C(F)(F)F (stereo unspecified)	106.0	103.0	3.9	24.4	1.0	-4.3	0.1	10.6	5.0
16	CC(C)CN1C(=O)N(c2ccc(Cl)cc2)C(C)(O)CC1(C)C (stereo unspecified)	102.0	102.0	-30.0	19.7	-3.4	-3.5	-2.4	8.9	-1.0
17	CCc1c(C)c2c(C)nn(-c3ccccc3)c2[nH]c1=O	98.0	92.0	-4.8	16.5	-4.3	-7.2	-1.4	nt	-1.0
18	COc1ccc([N+](=O)[O-])cc1NC(=O)N(C)Cc1ccco1	98.0	95.0	-1.6	24.6	-2.2	1.4	-1.6	5.0	-1.0
19	Cc1cccn2c(=O)c(/C=N/O)c(N3CCOCC3)nc12	79.0	89.0	-2.9	-36.4	6.0	2.0	-0.9	-6.8	-14.0
20	CCOC(=O)CN1CC23C=CC(O2)C(C(=O)NCc2cccs2)C3C1=O (stereo unspecified)	107.0	108.0	-7.8	9.4	0.8	5.2	-0.1	12.1	5.0
21	CCN(CC)CCN(CC)Cc1ccccc1Br	95.0	94.0	6.7	1.6	-12.3	-9.8	1.9	21.6	-6.0
22	Cc1ccc(NC(=O)CC2SC(=NCC3CCCO3)NC2=O)cc1Cl (stereo unspecified)	101.0	139.0*	-15.4	8.4	-8.0	-1.8	0.0	24.0	-1.0
23	CSc1ccccc1NC(=O)CSc1nnc(CNC(=O)c2ccccc2F)n1C	97.0	97.0	-19.0	30.4	-9.0	-14.5	0.0	12.7	-1.0
24	COc1cccc(N2CCN(CC(=O)Nc3ccc(SC(F)F)cc3)CC2)c1	95.0	90.0	-11.5	0.8	3.0	-1.5	0.5	41.6	6.0
25	O=C(CN1C(=O)COc2ccccc21)NCCCN1CCOCC1	104.0	103.0	-3.9	31.0	-10.2	-5.5	0.1	23.5	-5.0
26	CC(C)N(CCCNC(=O)C1CCC(CNS(=O)(=O)c2ccccc2)CC1)Cc1ccccc1 (stereo unspecified)	104.0	106.0	16.4	-3.7	-11.0	-2.3	0.9	10.1	4.0
27	CCCCc1ccc(NC(=O)C(C)CC)cc1 (stereo unspecified)	104.0	102.0	-9.0	12.5	-14.2	4.2	-2.6	9.3	2.0
28	CC(C)COc1ccc(C(=O)OC2CC(C)(C)OCC2CN(C)C)cc1 (stereo unspecified)	106.0	99.0	18.3	-8.3	6.4	4.6	4.6	11.6	0.0
29	COc1cc(-c2nnc3n2N=C(c2ccccc2)CS3)cc(OC)c1OC	103.0	109.0	-28.3	14.8	0.4	-13.9	-2.2	-3.8	3.0
30	C=CCn1c(COc2ccc(OC)cc2)nnc1SCn1nnc2ccccc2c1=O	108.0	103.0	-29.2	-13.8	-8.0	2.9	0.8	24.1	-1.0
31	NS(=O)(=O)OCC(Cc1ccccc1)N1C(=O)c2ccccc2C1=O (stereo unspecified)	99.0	102.0	-18.2	4.0	-7.7	4.5	0.3	15.7	3.0
32	COc1ccc(N2CCN(C(=O)C3CCCN(S(=O)(=O)c4ccc(C)cc4)C3)CC2)cc1 (stereo unspecified)	94.0	95.0	-43.1	8.2	-7.0	-1.0	0.6	14.3	-6.0
33	CC(C)OC(=O)/C(=C\C=C\c1ccccc1)NC(=O)c1ccccc1	100.0	94.0	-23.0	13.4	-14.4	-4.7	-2.4	-2.7	1.0
34	CC1(C)OC(c2ccccc2)=C/C(=C\C=N\NC(=O)c2ccncc2)O1	83.0	78.0	-33.8	37.1	-5.6	-11.9	-2.6	-9.9	-12.0
35	O=C1/C(=C/c2cccnc2)SC(=S)N1CCc1ccccc1	95.0	94.0	-2.9	19.7	5.9	-4.1	-1.1	-1.4	-9.0
36	N#Cc1ccc(C(=O)OCC(=O)N2CCCC2)cc1	92.0	97.0	-5.5	35.1	-0.7	-9.1	1.1	19.0	-8.0
37	COC(=O)C1CCN(C(=O)COC(=O)COc2ccc(C#N)cc2)CC1	85.0	98.0	-3.8	44.8	-3.2	3.4	0.4	4.2	-5.0
38	O=C(C1=C[C@@H](c2coc3ccccc3c2=O)C[C@@H](OCc2ccc(CO)cc2)O1)N1CCOCC1	101.0	82.0*[inhibitor]	-26.8	9.3	-4.0	-1.1	2.7	0.4	1.0
39	CCCCC1C2C(=O)N(c3ccc(C)cc3)C(=O)C2ON1c1ccccc1 (stereo unspecified)	94.0	93.0	-24.3	20.3	-11.3	2.1	-3.6	-1.3	-3.0
40	CC1=CC(C)C(COC(=O)CN2CCCCC2)C(C)C1 (stereo unspecified)	103.0	101.0	0.6	-3.6	8.2	4.5	1.2	23.4	-1.0
41	COc1ccc(CCNC(=O)c2ccc(Cl)c(S(=O)(=O)N(C)c3ccccc3)c2)cc1	100.0	93.0	-23.7	-4.0	-12.8	-2.2	4.4	-14.0	0.0
42	COc1ccc(-c2noc(C(=O)NCc3ccc(F)cc3)n2)cc1OC	100.0	96.0	-11.5	22.8	10.7	17.1	-1.6	0.9	-5.0
43	CCC(C)C(NC(=O)C1CCC(C)CC1)C(=O)NC1CCN(Cc2ccccc2)CC1 (stereo unspecified)	108.0	107.0	-0.6	27.7	-7.8	2.6	nt	11.7	6.0
44	NC(=O)c1cc2cc(Br)ccc2o/c1=N/NC(=O)c1cccc(F)c1	102.0	102.0	-12.4	15.0	-1.6	-0.1	nt	10.0	1.0
45	COC(=O)Cn1c(SCc2ccccc2)nc2ccccc21	103.0	107.0	-9.4	19.2	7.0	9.0	-0.3	8.4	6.0
46	CCOC(=O)c1c(NC(=O)CN2C(=O)CN(C)C2=O)sc(C)c1C	96.0	102.0	-15.9	-26.9	0.4	-2.9	-1.1	8.4	-2.0
47	CCOC(=O)CN1CC23C=CC(O2)C(C(=O)Nc2cc(OC)ccc2OC)C3C1=O (stereo unspecified)	81.0	79.0	5.0	-22.1	-4.6	0.5	-0.6	21.5	-7.0
48	COc1ccc(C[C@H](C)NC[C@@H](O)c2ccc(O)c(NC=O)c2)cc1	113.0	107.0	nt	nt	nt	nt	0.1	nt	1.0
49	O=C(O)C1CCCCC1C(=O)NCc1ccc2c(c1)OCO2 (stereo unspecified)	88.0	97.0	3.8	44.5	0.9	-2.9	0.6	0.7	-13.0
50	CCOc1ccc(-n2ccnc2SCC(=O)Nc2nnc(C)s2)cc1	102.0	98.0	-10.6	22.4	-12.2	1.5	0.8	-4.7	-2.0
51	COC(=O)c1cc(NS(=O)(=O)c2ccc(N3CCOCC3)c(NC(C)=O)c2)cc(C(=O)OC)c1	110.0	107.0	-2.9	-11.4	-0.9	-1.0	-0.6	25.0	21.0
52	Cc1ccc(N2CCN(C3=NC(=O)C(Cc4ccccc4)S3)CC2)cc1 (stereo unspecified)	100.0	101.0	-33.7	-5.8	8.7	5.2	-1.1	24.5	-1.0
53	CCOC(=O)CCn1cc(F)c(=O)n(Cc2ccccc2)c1=O	104.0	101.0	-0.4	10.9	-10.1	-0.9	0.6	10.3	-1.0
54	Cc1ccc(N=C2SC(C(=O)Nc3ccc(OC(F)(F)F)cc3)C(N)=C2C(=O)Nc2c(C)cc(C)cc2C)cc1 (stereo unspecified)	103.0	106.0	-5.2	-8.7	-7.0	-1.6	1.4	9.3	10.0
55	CCCCC1=CC2=CC(=O)C(C)(OC(=O)c3ccco3)C(=O)C2=CO1 (stereo unspecified)	94.0	95.0	nt	nt	nt	nt	0.2	nt	-1.0
56	CCOC(=O)c1cccc(NC(=O)CN2CCN(c3ccc(OC)cc3)CC2)c1	99.0	99.0	-14.6	-6.8	-4.4	9.7	-1.6	35.2	0.0
